Assay outcomes: PubChem BioAssay, National Center for Advancing Translational Sciences (NCATS)
AmpC inh det – blocks E. coli AmpC beta-lactamase in presence of detergent. P00811. Potency, µM (top dose mostly 28.7 µM), without a hit: at the highest dose activity change, negative = inhibition. AID 584. actives 0.09% (n = 71,000). purified AmpC, nitrocefin hydrolysis with detergent; active = well fitted curve in the direction sought with a large enough effect
Target sequence (P00811 whole entry, looked up): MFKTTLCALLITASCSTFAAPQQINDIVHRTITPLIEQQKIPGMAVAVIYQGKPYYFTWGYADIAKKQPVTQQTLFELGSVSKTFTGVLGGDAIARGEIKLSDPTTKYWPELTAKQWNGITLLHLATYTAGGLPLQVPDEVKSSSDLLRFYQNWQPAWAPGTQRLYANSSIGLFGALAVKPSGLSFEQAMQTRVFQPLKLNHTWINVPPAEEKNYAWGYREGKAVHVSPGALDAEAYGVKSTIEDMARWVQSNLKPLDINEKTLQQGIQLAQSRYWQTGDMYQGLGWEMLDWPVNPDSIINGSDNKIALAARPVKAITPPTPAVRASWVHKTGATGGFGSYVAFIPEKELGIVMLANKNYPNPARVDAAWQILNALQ
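E. coli AmpC (5.3 nM) in 20 mM phosphate pH 7.0 with 0.01% Triton X-100, preincubated 15 min RT with compound; nitrocefin (2 uL of 800 uM stock) hydrolysis followed by 480 nm absorbance every 20 s over 4 min.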
The depositor's hits bear a star; & = joins results of further samples; [ ] = remark or other dose. % is scaled to controls: 0 for no effect and ±100 for the full control effect; potency is read from the fitted curve at half-maximal effect. An excerpt; count on the stated rates, not on these rows.

1) c1nnc2c3c4c(sc3ncn12)CCC4
- AmpC inh det: 2%

2) NS(=O)(=O)c1cc2c(cc1C(F)(F)F)NCNS2(=O)=O
- AmpC inh det: -1%[12.8 µM]

3) CCCOc1ccc(C(=O)Nc2cc(-c3nn4c(C)nnc4s3)ccc2C)cc1
- AmpC inh det: 11%

4) NNCc1cccc(O)c1
- AmpC inh det: 0%

5) CCc1nnc(NC(=O)c2ccc(N3C(=O)CCC3=O)cc2)s1
- AmpC inh det: 12%

6) COc1ccc(NC(=O)c2cccnc2N2CCCCC2)cc1
- AmpC inh det: -2%

7) COc1ccccc1C(=O)Nc1cccc(NC(C)=O)c1
- AmpC inh det: -2%

8) O=C(OCc1nc2ccccc2s1)c1cccs1
- AmpC inh det: -1%

9) Cc1ccc(Nc2nnc(SCC(=O)NCc3ccco3)s2)cc1
- AmpC inh det: -4%

10) Cc1cc(C(=O)O)ccc1[N+](=O)[O-]
- AmpC inh det: 9%

11) CCOc1ccc(NC(=O)CN(C)S(=O)(=O)c2cccs2)cc1
- AmpC inh det: 11%

12) CC(=O)NCc1nc2ccccc2n1Cc1ccccc1C
- AmpC inh det: 10%

13) CCOC(=O)N1CCOCCOCCN(C(=O)OCC)CCOCC1
- AmpC inh det: 0%

14) CCCN(Cc1cc2cc(C)ccc2[nH]c1=O)C(=O)c1cccc(OC)c1
- AmpC inh det: -5%

15) Cc1sc2nc(SCC(=O)N(CCO)CCO)n(C3CCCCC3)c(=O)c2c1C
- AmpC inh det: 4%

16) CCNc1nc(NCC)nc(Oc2ccc(OCC)nn2)n1
- AmpC inh det: -1%

17) CCCCCn1c(CCNC(=O)c2cccs2)nc2ccccc21
- AmpC inh det: -2%

18) O=C1OCCC1Sc1nnc(-c2ccccc2)o1 (configuration not stated)
- AmpC inh det: -1%

19) Cc1ccc(NC(=O)CCN2CCN(C/C=C/c3ccccc3)CC2)cc1C
- AmpC inh det: -1%

20) c1cncc(C(c2nnnn2C2CCCC2)N2CCCC2)c1 (configuration not stated)
- AmpC inh det: 10%

21) COc1ccc(C2C(C(=O)c3sc(C)nc3C)=C(O)C(=O)N2CCCn2ccnc2)cc1 (configuration not stated)
- AmpC inh det: -4%

22) COc1cc(C(=O)NCc2ccc(OCCN(C)C)cc2)cc(OC)c1OC
- AmpC inh det: -1%[12.8 µM]

23) CCOC(=O)Cn1c(=O)c2c(nc(Br)n2CC(=O)OCC)n(C)c1=O
- AmpC inh det: 13%

24) CCOc1ccc(C2CC(c3ccc(CC)cc3)n3nc(N)nc3N2)cc1 (configuration not stated)
- AmpC inh det: 10%

25) C[C@@H](C(=O)NCc1ccc(C(F)(F)F)nc1)[C@H]1C[C@]1(C)[C@H](NC(=O)OCc1ccccc1)c1ccccc1
- AmpC inh det: -1%

Brought forward from above: three entries, followed by the next part.
23) CCOC(=O)Cn1c(=O)c2c(nc(Br)n2CC(=O)OCC)n(C)c1=O
- AmpC inh det: 13%

24) CCOc1ccc(C2CC(c3ccc(CC)cc3)n3nc(N)nc3N2)cc1 (configuration not stated)
- AmpC inh det: 10%

25) C[C@@H](C(=O)NCc1ccc(C(F)(F)F)nc1)[C@H]1C[C@]1(C)[C@H](NC(=O)OCc1ccccc1)c1ccccc1
- AmpC inh det: -1%

26) C[C@]12CC[C@@H]3[C@H](CCC4=CC(=O)CC[C@]43C)[C@]1(O)CC[C@@]2(O)C(=O)CO
- AmpC inh det: -1%[5.75 µM]

27) CCOC(=O)c1c(C)[nH]c(C(=O)OC/C(O)=C(\C#N)c2nc3ccccc3[nH]2)c1C
- AmpC inh det: 14%

28) O=C(NCCC1=CCCCC1)c1cnsn1
- AmpC inh det: -1%

29) O=C(c1cccc(F)c1)N1CCC2(CC1)CN(c1ccc(-c3ccccc3)cc1)C2
- AmpC inh det: 0%

30) O=C(Nc1ccc(-c2nc3ccccc3[nH]2)cc1)C1CCCO1 (configuration not stated)
- AmpC inh det: -3%

31) Cn1c(=O)c2c(ncn2CN2CCN(Cn3cnc4c3c(=O)n(C)c(=O)n4C)CC2)n(C)c1=O
- AmpC inh det: -2%[5.75 µM]

32) CCCC(=O)N(c1ccc(F)cc1)C1C=CS(=O)(=O)C1 (configuration not stated)
- AmpC inh det: -4%

33) Clc1cccc(C(Cl)(Cl)Cl)n1
- AmpC inh det: 10%

34) O=C(Nc1ccc(Cl)cc1)C1CC=CCC1C(=O)OCC(F)(F)C(F)F (configuration not stated)
- AmpC inh det: -7%

35) O=C(c1ccco1)N1CCN(C(=O)c2ccc(Cn3cc(Br)cn3)o2)CC1
- AmpC inh det: 9%

36) N=C(N)SCCc1cccc(CCSC(=N)N)c1
- AmpC inh det: -2%

37) COC(=O)c1cc2sc(Cl)cc2n1CC(=O)Nc1cccc(SC)c1
- AmpC inh det: -2%

38) O=S(=O)(N=S(N1CCCCC1)N1CCCCC1)c1ccccc1
- AmpC inh det: 8%

39) COc1ccc2c(c1)CC1(CN2C)C(=O)NC(=O)N(c2ccc(C)cc2)C1=O (configuration not stated)
- AmpC inh det: -3%

40) Cc1ccc(OCc2nnc(SCC(=O)Nc3sc(C)c(C)c3C#N)n2C)cc1
- AmpC inh det: -1%

41) CCc1ccc(N(CC)c2ncnc3nc[nH]c23)cc1
- AmpC inh det: 9%

42) Cc1cc(-c2ccccc2)c2c3c(cn2n1)c(=O)n(C)c(=O)n3C
- AmpC inh det: -4%

43) COc1cc(C2C(C#N)=C(C)NC3=C2C(=O)CC(C)(C)C3)ccc1O (configuration not stated)
- AmpC inh det: -1%

44) CCCOC(=O)Cn1c(=O)c2cc3c(=O)n(CC(=O)OCCC)c(=O)c3cc2c1=O
- AmpC inh det: -3%

45) CCOC(=O)C1CCCN(C(=O)c2cn(C)c3ccc(S(=O)(=O)N4CCCC4)cc3c2=O)C1 (configuration not stated)
- AmpC inh det: 8%

46) Cc1ccccc1OCC(O)CN (configuration not stated)
- AmpC inh det: -2%

47) CCCOC(=O)C1[C@H]2C(=O)N(C(C)c3ccc(OC)cc3)C[C@]23C=C[C@H]1O3 (some centres not stated)
- AmpC inh det: -2%

48) COc1ccc(Oc2ncc3nc(-c4cccs4)c(=O)n(Cc4cccs4)c3n2)cc1
- AmpC inh det: 0%

49) Cc1cccc(Nc2ccncc2S(=O)(=O)NC(=O)NC(C)C)c1
- AmpC inh det: -2%[12.8 µM]

50) COCCn1c(SCC(=O)NC(=O)NCc2ccccc2)nc2ccccc21
- AmpC inh det: -4%

51) Cc1ccn2cc(C(=O)Nc3ccccc3N3CCOCC3)nc2c1
- AmpC inh det: -3%

52) CCOC(=O)Cn1nnc(-c2ccc(SC)cc2)n1
- AmpC inh det: -2%

53) CNCCc1c[nH]c2ccc(O)cc12
- AmpC inh det: 0%

54) Cn1c(=O)[nH]c(=O)c2c1nc(CN1CCN(Cc3ccccc3)CC1)n2CC(N)=O
- AmpC inh det: 7%

55) Cc1cccc(Cn2c(NCCO)nc3c2c(=O)n(C)c(=O)n3C)c1
- AmpC inh det: 10%

56) COc1ccc(NC(=O)Cn2cccc2)c(OC)c1
- AmpC inh det: -2%

57) Cc1cc2nc(SCC(=O)O)nc(C)c2cc1C
- AmpC inh det: -6%

58) Cc1ccccc1C(N)=O
- AmpC inh det: 11%

59) COc1cccc(C(=O)Nc2c3c(nn2-c2cccc(C)c2C)CS(=O)C3)c1OC (configuration not stated)
- AmpC inh det: -5%

60) O=C(CCc1n[nH]c(=O)[nH]c1=O)N1CCOCC1
- AmpC inh det: 9%

61) COc1ccc(-c2nnc3n2-c2ccccc2SC3)cc1OC
- AmpC inh det: -3%

62) Cc1noc(C)c1-c1cc(NCc2cccs2)ncn1
- AmpC inh det: 8%

63) CCCc1nc2ccccc2c(=O)n1-c1cccc(OC)c1
- AmpC inh det: -2%

64) Fc1ccccc1CSc1nnc(Cn2cnc3ccccc32)n1-c1ccccc1
- AmpC inh det: -2%

65) CCOc1ccc(N(CC(=O)NCc2ccc(OC)cc2)S(=O)(=O)c2c(C)noc2C)cc1
- AmpC inh det: -1%

66) CC(C)c1ccc(-c2nc(N3CCCC3)nc3n[nH]c(N)c23)cc1
- AmpC inh det: 12%

67) COc1ccc(Cl)cc1N(CC(=O)Nc1ccccc1SC)S(C)(=O)=O
- AmpC inh det: -4%

68) COc1ccc(C(=O)OCC(=O)c2ccc(C)c(S(=O)(=O)N3CCOCC3)c2)cc1OC
- AmpC inh det: -3%

69) CC1=C(C(=O)Nc2ccccc2C)C(c2ccc(C)o2)C2=C(CCCC2=O)N1 (configuration not stated)
- AmpC inh det: 5%

70) CCOC(=O)CCC(NC(=O)c1cncc(O)c1)C(=O)OCC (configuration not stated)
- AmpC inh det: -3%

71) COc1ccc(NC(=O)CSc2nc3c(cc2C#N)CN(C)CC3)cc1
- AmpC inh det: 1%

72) CN(Cc1ccccc1)C(=O)CCS(=O)(=O)c1ccc2c(c1)n(C)c(=O)c(=O)n2C
- AmpC inh det: 14%

73) CCOC(=O)c1c(C)c(C(=O)NCc2ccccc2OC)c(C)n1C
- AmpC inh det: -4%

74) COc1ccc(Cn2c(CCC(=O)NCc3ccco3)nc3cccnc32)cc1
- AmpC inh det: -4%

75) COc1ccc(CCNC(=O)CN2CCC(n3nnc4cc(F)ccc43)CC2)cc1OC
- AmpC inh det: 15%

Grouped by structure: those above containing an aryl thioether with sulfur outside any ring
9) Cc1ccc(Nc2nnc(SCC(=O)NCc3ccco3)s2)cc1
- AmpC inh det: -4%

15) Cc1sc2nc(SCC(=O)N(CCO)CCO)n(C3CCCCC3)c(=O)c2c1C
- AmpC inh det: 4%

18) O=C1OCCC1Sc1nnc(-c2ccccc2)o1 (configuration not stated)
- AmpC inh det: -1%

37) COC(=O)c1cc2sc(Cl)cc2n1CC(=O)Nc1cccc(SC)c1
- AmpC inh det: -2%

40) Cc1ccc(OCc2nnc(SCC(=O)Nc3sc(C)c(C)c3C#N)n2C)cc1
- AmpC inh det: -1%

50) COCCn1c(SCC(=O)NC(=O)NCc2ccccc2)nc2ccccc21
- AmpC inh det: -4%

52) CCOC(=O)Cn1nnc(-c2ccc(SC)cc2)n1
- AmpC inh det: -2%

57) Cc1cc2nc(SCC(=O)O)nc(C)c2cc1C
- AmpC inh det: -6%

64) Fc1ccccc1CSc1nnc(Cn2cnc3ccccc32)n1-c1ccccc1
- AmpC inh det: -2%

67) COc1ccc(Cl)cc1N(CC(=O)Nc1ccccc1SC)S(C)(=O)=O
- AmpC inh det: -4%

71) COc1ccc(NC(=O)CSc2nc3c(cc2C#N)CN(C)CC3)cc1
- AmpC inh det: 1%

Additional results follow:
| nr | smiles | AmpC inh det |
| --- | --- | --- |
| 76 | O=c1c2ccccc2sn1-c1ccc(S(=O)(=O)N2CCCC2)cc1 | -5% |
| 77 | CCCc1nnc(SCc2ccc(C(=O)OC)o2)n1N | -1% |
| 78 | COCCNc1ncnc2ccc(-c3ccccc3OC)cc12 | 8% |
| 79 | COc1ccc(-c2nnc3n2N=C(C)CS3)cc1OC | -1% |
| 80 | O=C(NS(=O)(=O)c1ccccc1)c1ccccc1F | -1% |
| 81 | Cc1cc(NC(=O)Nc2ccccc2)n(-c2ccccc2)n1 | -6% |
| 82 | COc1ccc(Cn2c(-c3ccco3)nc3oc4ccccc4c(=O)c3c2=O)cc1 | -3% |
| 83 | Clc1ccccn1 | 8% |
| 84 | C=CCOC(=O)C1=C(C)Nc2nc3ccccc3n2C1c1ccncc1 (configuration not stated) | -1% |
| 85 | O=c1cc(-c2ccccc2)[nH]c2nc3ccccc3n12 | -3% |
| 86 | CN(C)S(=O)(=O)c1cccc(C(=O)Nc2cc(Cl)ccc2O)c1 | -1% |
| 87 | CCn1c(=O)cc(O)c2c(=O)n(C)c(=O)n(C)c21 | -3% |
| 88 | Cc1nnc(SCC(=O)NCCc2ccccc2)[nH]c1=O | -6% |
| 89 | O=S1(=O)C=C(Sc2nnc(-c3ccccc3)o2)c2ccccc21 | 6% |
| 90 | CCOC(=O)c1cnc2nc(Cc3ccccc3)[nH]n2c1=O | -1% |

2 entries picked at random from the list so far:
| nr | smiles | AmpC inh det |
| --- | --- | --- |
| 52 | CCOC(=O)Cn1nnc(-c2ccc(SC)cc2)n1 | -2% |
| 22 | COc1cc(C(=O)NCc2ccc(OCCN(C)C)cc2)cc(OC)c1OC | -1%[12.8 µM] |

Going on with the list.
| nr | smiles | AmpC inh det |
| --- | --- | --- |
| 91 | Cc1[nH]c2ccc(O)cc2c1CCN | 2%&-1% |
| 92 | Cc1cc(C)n(S(=O)(=O)c2ccc3ccccc3c2)n1 | 4% |
| 93 | COc1ccc(NC2SC(=O)N(CC(=O)O)C2=O)cc1 (configuration not stated) | -2% |
| 94 | Cc1ccc(S(=O)(=O)N2CCC(C(=O)O)(c3ccccc3)CC2)cc1 | -1%[5.75 µM] |
| 95 | Cc1cccc(-c2nnc(N)s2)c1 | 2% |
| 96 | CCCS(=O)(=O)N1CCC(C(=O)NC2CCCC(C)C2C)CC1 (configuration not stated) | -2% |
| 97 | O=S(=O)(NCCSc1ccccc1)c1ccc2c(c1)OCCO2 | 5% |
| 98 | CCOC(=O)c1ccc(COC(=O)c2cc(=O)[nH]c3ccccc23)o1 | -4% |
| 99 | O=[N+]([O-])c1ccc(F)cc1F | 10% |
| 100 | CCCCC(CC)C(=O)NCCc1ccc(S(N)(=O)=O)cc1 (configuration not stated) | -2% |
| 101 | CCCCNC(=O)CCn1nc(-c2ccccc2)ccc1=O | -2% |
| 102 | O=C(Nc1ccc(CN2CCCCC2)cc1)c1ccc2c(c1)OCO2 | 5% |
| 103 | C=CCn1c(COc2ccccc2)nnc1SCC(=O)NCC(=O)OCC | -2% |
| 104 | N#CC1(c2ccccc2)CCCN1C(=O)c1ccc(Br)o1 (configuration not stated) | -3% |
| 105 | CCN(CC)S(=O)(=O)c1ccc(-c2nnco2)cc1 | -1% |
| 106 | CC(=O)N1CCc2c(sc(NC(=O)c3ccc(S(=O)(=O)N(C)C)cc3)c2C#N)C1 | 12% |
| 107 | CNC(=O)CN(C)S(=O)(=O)c1ccc(OC)c(Cl)c1 | 0% |
| 108 | CC(=O)n1nc(-c2ccccc2)nc1NCc1ccc(F)cc1 | -2% |
| 109 | COc1cccc(-c2csc(N3CCN(C(=O)Nc4ccccc4OC)CC3)n2)c1 | 9% |
